Screens as filed in PubChem.
H9c2 TAG inh: inhibitors of triacylglycerol accumulation, primary screen, cell-based, uHTS, fluorescence, H9c2; H9c2 cells, Nile Red lipid (TAG) fluorescence; cells loaded with 200 µM oleic acid; inhibition, % at 12.5 µM; actives 0.66% (n = 230,000); AID 651582, 2012;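 active = pattern-corrected inhibition of lipid staining of at least 50% with the nuclear-stain viability signal not falling by more than 50%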;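 also: 0% = DMSO wells and 100% = triacsin C control wells; some results filed as inactive read as strong as hits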
H9c2 TAG inh DAPI viability: recorded beside H9c2 TAG inh, whose call it bears; DAPI nuclei signal change (viability), lower = more cytotoxic, %;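 whole-well DAPI fluorescence read on a plate reader as a viability signal; minus 50 percent equals half of cells still viable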
* hit, by the source's call. A portion of the library, so the mix of outcomes need not match the whole.

Preview, 3 compounds:
Each structure is followed by: H9c2 TAG inh, H9c2 TAG inh DAPI viability
> CCn1ncc(NC(=S)Nc2ccc(OC)c(OC)c2)c1C(N)=O
    -2, 13
> CCC(C)NC(=O)Cn1c(=O)n(-c2ccccc2)c(=O)c2ccc(C(=O)NCc3ccco3)cc21 (stereo not drawn)
    5, 9
> CC(C)(C)c1cc(CCC(=O)NN)cc(C(C)(C)C)c1O
    4, -3

All compounds of this part (from the top)
Each structure is followed by: H9c2 TAG inh, H9c2 TAG inh DAPI viability
> CCn1ncc(NC(=S)Nc2ccc(OC)c(OC)c2)c1C(N)=O
    -2, 13
> CCC(C)NC(=O)Cn1c(=O)n(-c2ccccc2)c(=O)c2ccc(C(=O)NCc3ccco3)cc21 (stereo not drawn)
    5, 9
> CC(C)(C)c1cc(CCC(=O)NN)cc(C(C)(C)C)c1O
    4, -3
> CCN(CC)S(=O)(=O)c1ccc(N2CCCC2)c(NC(=O)C2CCCCC2)c1
    -9, -3
> CCCCN1CCc2c([nH]c3c(C)cccc23)C1=O
    -14, 4
> CC(=O)Oc1ccc(C2=Cc3ccc(OC(C)=O)cc3OC2C)cc1 (stereo not drawn)
    34, -3
> CCOc1ccc(N2C(N)=NC(N)=NC2(C)C)cc1
    -54, 8
> COc1ccc2[nH]c3c(c2c1)CCN1C(=O)C(CC(=O)NCc2cccc(C(F)(F)F)c2)C[C@H](C(=O)N(C(C)C)C(C)C)[C@@]31C (stereo partly drawn)
    37, -11
> COc1ccc(OC)c(/C=C/C(=O)OCC(=O)NCc2cccs2)c1
    13, 13
> CCCS(=O)(=O)NC(=O)C1(C)CCN(C(=O)c2ccc3c(c2)OCO3)C1 (stereo not drawn)
    -1, 7
> COc1ccccc1-c1coc2cc(OC(=O)N3CCOCC3)ccc2c1=O
    5, -4
> CC1=C(C(=O)N2CCN(C(=O)c3ccco3)CC2)C2(CCC(C)CC2)OC1=O (stereo not drawn)
    -8, -6
> CCOC(=O)c1ccc(N=C2NC(=O)CS2)cc1
    -9, 6
> COc1ccc(CCNC(=O)C23CCC(C)(C(=O)C2Br)C3(C)C)cc1OC (stereo not drawn)
    -1, 3
> Cc1cc(NC(=O)c2ccccc2F)cc(C)c1OCC(=O)N1CCOCC1
    -1, -4
> COCCNC(=O)COC(=O)c1cc(-c2ccc(OC)cc2)nc2ccccc12
    11, 15
> O=C(CCC(=O)c1ccccc1)NCc1cccc(C(F)(F)F)c1
    -22, 5
> CC1CCN(c2nc(-c3ccccc3)cc(C(F)(F)F)n2)CC1
    14, -8
> O=C1OCCN1C(=O)[C@H]1[C@H](c2ccc([N+](=O)[O-])cc2)C(c2ccc(F)cc2)=NN1c1ccccc1
    0, -2
> O=C(CSc1n[nH]c(=O)n1Cc1ccco1)N1CCOCC1
    2, -9
> CCOC(=O)C1CCN(c2c(N3CCN(Cc4ccccc4)CC3)c(=O)c2=O)CC1
    -8, -12
> Cc1ccc(-n2c(C)nn(CC3CC3)c2=O)cc1
    5, -5
> CCN(c1ccc2c(c1)OCO2)S(=O)(=O)c1cc(Br)cc2c1N(C(=O)C1CC1)CC2
    5, 1
> Clc1cccc2sc(N3CCOCC3)nc12
    -9, 2
> COc1ccc(-c2c(C)nn3c(N)c(-c4ccccc4)cnc23)cc1OC
    21, -9
> C=CCOc1ccc(/C=C/C(=O)OCC(=O)NCC(=O)Nc2c(C)cc(C)cc2C)cc1
    -7, 5
> CCC(C(=O)Nc1ccc(C(=O)N2CCCC2)cc1)c1ccccc1 (stereo not drawn)
    15, -4
> Cc1ccc2c(c1)C(=O)CC(O)(C(F)(F)F)O2 (stereo not drawn)
    -1, -1
> Cc1ccc(NC(=O)c2c(-c3ccccc3Cl)noc2C)nc1
    1, -8
> O=C(O)COc1ccccc1/C=N/NC(=O)CN1CCN(S(=O)(=O)c2ccc(Br)cc2)CC1
    4, 0
> O=C(NCc1cccnc1)c1ccc(NC(=O)c2cccc([N+](=O)[O-])c2)cc1
    -2, 2
> O=C(CNS(=O)(=O)c1ccccc1)NCC(=O)N1CCCCC1
    11, -6
> COC(=O)c1sccc1NC(=O)Nc1ccc(C)cc1C
    9, -5
> CCc1ccc2oc(=O)cc(CN3CCN(CCO)CC3)c2c1
    25, -1
> CS(=O)(=O)c1ccc(N2CCN(C3CC(=O)NC3=O)CC2)cc1 (stereo not drawn)
    8, 0
> CN(C)CCNc1c2c(c(C#N)c3nc4ccccc4n13)CCCC2
    10, -7
> COc1ccc(-c2nc(-c3cccc(C(F)(F)F)c3)no2)cc1OC
    4, 0
> Cc1ccc(S(=O)(=O)N2CCN(S(=O)(=O)c3ccc(C)cc3)C2)cc1
    6, 4
> CC(C)c1ccc(-c2nc3c([nH]2)c(=O)n(C)c(=O)n3C)cc1
    -8, 5
> CCC(CO)Oc1cc(NC(=O)c2cccc(OC)c2)c2ncn(C(C)C)c2c1 (stereo not drawn)
    -5, 0
> CC(=O)c1c(C)nc(Nc2nc(C)c3cc(C)ccc3n2)nc1C
    -7, -4
> CC1=C(C(=O)OCc2ccccc2)C(c2ccc(N3CCOCC3)cc2)NC(=O)N1 (stereo not drawn)
    -17, 3
> ClCc1nnc(-c2ccccc2)o1
    10, -6
> C[C@H]1CN([C@@H](C)CO)C(=O)CCCn2nncc2CO[C@H]1CN(C)S(=O)(=O)c1ccc(F)cc1
    4, 1
> COc1ccc(-c2cnc3ccccc3n2)cc1NC(=O)CNC(=O)c1ccccc1
    25, 2
> COc1ccc2c3n([n+]([O-])c2c1)CCN=C3c1ccc(C)cc1
    17, -2
> Cc1ccc(S(=O)(=O)N2CCC(C(=O)O)CC2)cc1
    9, 4
> COc1ccc(C2CC(c3cccs3)=NN2S(C)(=O)=O)cc1OC (stereo not drawn)
    -4, 6
> CCOc1ccc(CCNC(=O)COC(=O)/C=C/c2ccccc2OC)cc1OCC
    39, -7
> Cc1c(NC(=O)CSc2nnnn2-c2ccc(F)cc2)c(=O)n(-c2ccccc2)n1C
    -17, 8
> Cc1csc2nc(O)c(C(=O)NC3CCCCC3)c(=O)n12
    9, -7
> C=CCNC(=O)c1ccc(-c2cccc([N+](=O)[O-])c2)o1
    8, 0
> O=C(NNC1CC(=O)N(c2ccc(Br)cc2)C1=O)c1cccs1 (stereo not drawn)
    10, 0
> CC(=O)Nc1ccn(-c2ccccc2)n1
    15, -8
> C/C(=N\NC(=O)C1CC1)c1ccc(Cl)cc1
    9, -8
> O=C1CC(=C(c2ccccc2)c2ccccc2)C(=O)N1CCCCN1CCN(c2cccc(Cl)c2)CC1
    8, 13
> CSc1ccc(Cn2c(C)c(C(=O)NCc3cccc(C(F)(F)F)c3)sc2=O)cc1
    7, -5
> COc1ccc(CCC(=O)Nc2ccc(N3CCOCC3)c(S(=O)(=O)Nc3ccc(OC)cc3)c2)cc1
    11, -6
> CCCc1cc(=O)n2[nH]c(NCc3c(F)cccc3Cl)nc2n1
    33, -24
> Clc1ccccc1N=Nc1ccccn1
    -13, 10

Some of the entries so far, as labelled records:
Structure: CC1=C(C(=O)OCc2ccccc2)C(c2ccc(N3CCOCC3)cc2)NC(=O)N1 (stereo not drawn)
  H9c2 TAG inh = -17	H9c2 TAG inh DAPI viability = 3

Structure: ClCc1nnc(-c2ccccc2)o1
  H9c2 TAG inh = 10	H9c2 TAG inh DAPI viability = -6

Next records follow.
Each structure is followed by: H9c2 TAG inh, H9c2 TAG inh DAPI viability
> O=C(CC1(O)C(=O)N(Cc2ccccc2)c2ccccc21)c1ccc2c(c1)OCO2 (stereo not drawn)
    -14, 1
> Cc1oc2c(Cl)c(Cl)c(O)c(CN(C)C)c2c1C(=O)c1ccc(Cl)cc1
    -1, -4
> COC(=O)C1CCC(C)(C(=O)Nc2ccccc2)C1(C)C (stereo not drawn)
    -8, 5
> CCOC(=O)C(Cc1ccccc1)NC(=O)Cn1nnc(-c2ccc(SC)cc2)n1 (stereo not drawn)
    19, 2
> CC(C)CC(=O)NC(=S)N1CCCCCC1
    0, 3
> CCOc1c(Cl)cc(C(=O)Nc2ccccc2-c2ccccc2)cc1Cl
    26, -10
> Cc1nn(C)cc1CNC(=O)CCC(=O)O
    -3, -11
> N#Cc1ccccc1OCC(=O)OCC(=O)c1ccc[nH]1
    1, 9
> CCOC(=O)Nc1cccc(OCC(=O)Nc2ccc(OC)cc2OC)c1
    -7, 0
> O=C(Nc1ccc(N2CCN(C(=O)c3ccccc3F)CC2)cc1)c1cncc(Br)c1
    -5, -9
> COC(=O)c1cc(S(=O)(=O)N2CCN(c3ccccc3)CC2)c[nH]1
    -9, 0
> O=C(CSc1ccc(-c2ccco2)nn1)NC1CCCC1
    -5, 3
> CCOC(=O)COc1cc([N+](=O)[O-])cc2cccnc12
    11, 5
> Cc1[nH]c(=O)sc1C(=O)NCc1ccc([N+](=O)[O-])cc1
    -8, 8
> Cc1ccc(C)c(Nc2c([N+](=O)[O-])c(=O)oc3ccccc23)c1
    8, -3
> O=C(Nc1ccccc1)NC1CCCCNC1=O (stereo not drawn)
    -5, -5
> CS(=O)(=O)c1ccc(-c2nnc(NC(=O)c3cccc(N4C(=O)CCC4=O)c3)o2)cc1
    10, 10
> COc1ccc2nc(N3CCCC3)c(C#N)cc2c1
    8, 14
> Cc1ccc(S(=O)(=O)N(CC(=O)Nc2ccc(C)cc2C)C(=O)N2CCN(C)CC2)cc1
    17, 2
> CCCOc1ccc2oc(=O)c3c(c2c1)CCCN3C(=O)CN1CCc2ccccc2C1
    20, 2
> CCc1nnc(N2C(=O)c3cccc4cccc(c34)C2=O)s1
    12, -5
> CC1CCN(Cc2cnc(Cl)s2)CC1
    -7, 9
> Cc1cc(C(=O)OCC(=O)NCc2cccs2)ccc1[N+](=O)[O-]
    6, 2
> N#CC(c1ccc([N+](=O)[O-])cc1)C(CC(=O)c1ccccc1)c1ccccc1 (stereo not drawn)
    -20, 8
> CN(C)c1ccc(CNc2ccccn2)cc1
    6, -6
> CC(=O)c1cccc(-n2nnnc2SCC(=O)Nc2ccccc2N2CCCCC2)c1
    -26, -5
> COc1ccc2[nH]c3c(c2c1)CCN1C(=O)C(CC(=O)NCc2ccco2)C[C@H](C(=O)N2CCCCC2)[C@@]31C (stereo partly drawn)
    1, -16
> NNC(=O)COc1ccc(-c2n[nH]c(C(F)(F)F)c2-c2ccc(Br)cc2)c(O)c1
    -1, 4
> COc1ccc(S(=O)(=O)N2CCCCC2)cc1NC(=O)COc1ccccc1
    1, -1
> O=c1[nH]c2ccccc2c(=O)n1Cc1ccccc1
    7, -6
> NC(=O)C1CCN(c2nc(-c3cccc(N)c3)cs2)CC1
    -6, -5
> CCOC(=O)C1CCCN(C(=O)c2cccc(OC(F)(F)F)c2)CC1 (stereo not drawn)
    -7, -3
> O=C(O)c1sccc1S(=O)(=O)c1ccccc1
    2, 7
> COc1ccc(C2c3ccc(O)cc3Oc3ncn(Cc4ccco4)c(=N)c32)cc1OC (stereo not drawn)
    -12, 2
> CN(C)S(=O)(=O)c1ccc(N2CCCC2)c(C(=O)Nc2ccc(C(N)=O)cc2)c1
    -3, 1
> CCCn1c(C)cc(/C=C(\C#N)C(=O)OCC(=O)N(CC)c2c(N)n(Cc3ccccc3)c(=O)[nH]c2=O)c1C
    0, -4
> Cc1cccc(-n2c(SCC(=O)N3CC(=O)Nc4ccccc43)nc3ccccc3c2=O)c1C
    -14, -9
> O=C(CSCc1c(F)cccc1Cl)NCc1ccncc1
    -3, 1
> CCc1ccc(NC(=O)COC(=O)/C=C/c2c(C)nn(C3CCS(=O)(=O)C3)c2Cl)cc1 (stereo not drawn)
    -12, 4
> C[C@H](NC(=O)c1nc[nH]c1C(=O)N1CCc2ccccc2C1)C(=O)OCc1ccccc1
    9, 0
> CCOC(=O)N1CCN(C(=O)c2ccc(NC(=O)c3ccc(C)cc3)cc2)CC1
    -1, 8
> COc1cc(/C=C/C(=O)OCC(=O)N2CCC(C)CC2)ccc1OCC#N
    7, -6
> CC1CN=C(N(C(=O)Nc2ccccc2)C(C)c2ccccc2)S1 (stereo not drawn)
    5, 3
> O=C(c1cccc(Cl)c1)N1CCN(C(=O)c2ccccc2F)CC1
    10, -13
> Cc1ccc(NC(=O)N2CCc3ccccc3C2)cc1C
    -15, 7
> O=C(OCc1nnc(-c2ccc([N+](=O)[O-])cc2)o1)c1ccc(F)c(S(=O)(=O)N2CCOCC2)c1
    8, 1
> Cc1ccc(NC(=O)[C@@H]2O[C@H](CO)[C@H](O)[C@H](O)[C@H]2O)cc1C(F)(F)F
    12, -8
> Cc1ccc(C(CC(=O)O)NC(=O)CCNC(=O)c2ccco2)cc1 (stereo not drawn)
    4, -6
> COc1ccc2ccccc2c1CNC(=O)CC1C(=O)NCCN1CC(C)C (stereo not drawn)
    10, 4
> COc1cccc(C(=O)Nc2cccc(-c3nnc(-c4ccccc4)o3)c2)c1
    4, 7
> Cc1cc(C)c(S(=O)(=O)Nn2cnnc2)c(C)c1
    8, 6
> CCCCN(C)C1CCN(C(=S)Nc2cccc(SC)c2)CC1
    -3, 5
> CC1=C(C)C(=O)C(N2CCOCC2)=CC1=O
    14, -7
> CCOC(=O)N1CCC(NC(=O)c2ccc3c(c2)N(Cc2ccc(C)cc2)CCS3)CC1
    31, 37
> Cc1cc([N+](=O)[O-])nn1CC(=O)Nc1ccccn1
    -9, 12
> CN(C)CCNC(=O)C(=O)NCC1OCCN1S(=O)(=O)c1cc(F)ccc1F (stereo not drawn)
    1, 2
> Clc1ccccc1-c1ncc(-c2ccccc2)o1
    7, 13
> O=C(Nc1ccccc1Cl)NN1CCCCCC1
    3, 4
> COc1ccc(-c2coc3cc(OC(=O)N4CCOCC4)ccc3c2=O)cc1
    -4, -10

Record cards (already shown). Values in the order: H9c2 TAG inh | H9c2 TAG inh DAPI viability
`COc1cc(/C=C/C(=O)OCC(=O)N2CCC(C)CC2)ccc1OCC#N` across the screens: 7 | -6
`Clc1ccccc1-c1ncc(-c2ccccc2)o1` across the screens: 7 | 13
`O=C(c1cccc(Cl)c1)N1CCN(C(=O)c2ccccc2F)CC1` across the screens: 10 | -13
